RAD54 inh – inhibitors of human RAD54 branch migration, primary screen, biochemical, fluorescence, single point. 360,000 tested, 0.14% active. RAD54 Holliday junction branch migration, FAM/BHQ fluorescence. DNA repair and recombination protein RAD54-like (Homo sapiens), Q92698. inhibition, % at 10.4 µM;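 active = mean normalized replicate activity at least 40 and at least half of replicates scoring 40 or more; inconclusive = only one of the two criteria met; inactive = mean below 40 and under half of replicates reaching 40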;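 note: 0% = median of neutral control wells and 100% = median of positive control wells; inhibitors cause a drop in the FAM fluorescence signal; in these data hits start at about 50%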
DENV2 CPE rescue – inhibitors of DENV2 cytopathic effect, primary screen, cell-based, plate reader, single concentration | CPE inhibition, % at 9.99 µM | AID 651640, 2012 | DENV2-infected cells, cytopathic effect rescue | 350,000 tested, 1.7% active; in the data active = CPE inhibition above about 20%, passing the limit was not always enough; inconclusive = no clear call, values can overlap the other calls; tested in BHK-21 cells;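 note: 0% = median of neutral control wells and 100% = median of positive control wells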
Casp6 inh – human caspase-6 inhibitors, primary screen, biochemical, VEID-R110 fluorescence, single point, set 2 | 350,000 tested, 0.53% active | purified caspase-6, Z-VEID-R110 cleavage fluorescence | AID 686996, 2013 | inhibition, % at 12.5 µM;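 active = mean inhibition across replicates at least about 35%, with every replicate also reaching that limit, limit read from the data; inconclusive = only one of the two criteria met; inactive = neither criterion met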;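 note: 0% = median of neutral control wells and 100% = no fluorescence left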
Target sequence (P55212 24-179 limits assumed): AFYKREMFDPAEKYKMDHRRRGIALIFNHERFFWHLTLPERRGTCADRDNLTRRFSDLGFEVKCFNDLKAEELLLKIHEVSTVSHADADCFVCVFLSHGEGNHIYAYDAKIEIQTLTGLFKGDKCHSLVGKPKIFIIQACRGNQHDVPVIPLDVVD
Target sequence (P55212 194-293 limits assumed): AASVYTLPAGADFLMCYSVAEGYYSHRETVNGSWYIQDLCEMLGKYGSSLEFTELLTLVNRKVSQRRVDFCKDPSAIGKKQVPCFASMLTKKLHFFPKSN
CFTR F508del cor – F508del CFTR correction, initial screen, CFBE line, single point. CFBE cells, YFP halide quenching; stimulated with forskolin plus potentiator P3; % fluorescence drop versus neutral controls. 350,000 tested, 0.36% active. activity (quench increase), % at 7.58 µM;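 active = mean added fluorescence quench of at least 8% versus neutral control, with both replicates also reaching 8%; inconclusive = only one of the mean or replicate conditions met; inactive = mean below 8% and not both replicates reaching 8%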;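 note: cells transiently co-express mutant CFTR-F508del with the halide-sensitive YFP; corrector assay measuring rescue of mutant channel to the surface after 24 h compound exposure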
Xi reactivation – activators of inactive X chromosome reactivation, primary screen, imaging, XiGFP fibroblasts, GFP high-content imaging, set 2 | XiGFP mouse fibroblasts, % GFP-positive cells imaging, 3 d; cells co-treated with 5-aza-dC sensitizer; scaled so ellipticine positive control = 100% | activation, % at 7.58 µM | 360,000 tested, 0.055% active;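 active = mean normalized replicate activation at least 10% and every replicate at or above 10%; inconclusive = only one of the two criteria met; inactive = mean below 10% and not all replicates reach 10%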;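 note: 0% = median of on-plate neutral control wells and 100% = ellipticine 6 µM median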
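System: 68-5-11 XiGFP fibroblast line; Timing: 3 days compound exposure; Compound dosing: one concentration, pinned; Benchmarks: positive control ellipticine, 6 µM final; Buffer or medium: DMEM containing 5-aza-dC.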
E-selectin induc – E-selectin induction in HUVECs, primary screen, imaging, HUVEC, immunofluorescence imaging, single point | P16581 | normalized: neutral wells 0, TNF-alpha wells 100 | activation, % at 7.58 µM | 260,000 tested, 0.37% active;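 active = mean E-selectin-positive cell signal at least 10% of the positive control, reached in at least 60% of replicates, without over 20% cell loss; inconclusive = no rule given, readout overlaps actives, possibly toxicity-flagged; inactive = the rest, including those meeting only one limit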;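 note: in these data hits start at about 27%; measured in HUVEC primary endothelial cells; signal is the percent of cells scored E-selectin positive by PE staining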
Target sequence (P16581 whole entry, looked up): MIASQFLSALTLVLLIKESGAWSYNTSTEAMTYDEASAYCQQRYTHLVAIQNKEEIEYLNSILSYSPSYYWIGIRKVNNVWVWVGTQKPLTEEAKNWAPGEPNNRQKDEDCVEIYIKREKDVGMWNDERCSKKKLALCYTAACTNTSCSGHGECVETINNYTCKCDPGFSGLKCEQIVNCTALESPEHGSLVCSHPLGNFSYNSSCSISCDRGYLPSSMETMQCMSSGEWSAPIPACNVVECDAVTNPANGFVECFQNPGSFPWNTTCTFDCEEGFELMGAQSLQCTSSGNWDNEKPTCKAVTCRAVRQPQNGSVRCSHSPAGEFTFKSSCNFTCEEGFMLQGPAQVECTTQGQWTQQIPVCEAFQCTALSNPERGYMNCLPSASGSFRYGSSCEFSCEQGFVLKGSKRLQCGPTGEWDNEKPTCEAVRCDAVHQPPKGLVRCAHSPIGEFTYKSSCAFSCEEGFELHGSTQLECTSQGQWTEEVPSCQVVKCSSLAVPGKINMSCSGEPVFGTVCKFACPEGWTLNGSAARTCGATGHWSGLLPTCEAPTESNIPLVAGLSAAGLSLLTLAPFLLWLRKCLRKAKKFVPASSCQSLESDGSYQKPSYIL
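Test system – human umbilical vein endothelial cells (HUVEC), E-selectin induction · Input – 3,000 HUVEC seeded per well · Buffer or medium – EGM-2, gelatin · Compound dosing – single-point compound dose · Detection – immunofluorescence imaging · Measure – percent E-selectin-positive cells · Controls – TNF-alpha high, DMSO low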
RAD52 inh – RAD52 DNA annealing inhibitors, primary screen, biochemical, FRET, single point, set 2; DNA repair protein RAD52 homolog (Homo sapiens), P43351; 360,000 tested, 0.46% active; recombinant RAD52 DNA annealing, FRET fluorescence; inhibition, % at 18.7 µM;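 active = every replicate showing at least 50% inhibition; inconclusive = mean inhibition at least 50% but not in every replicate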
GSIS activator – GLuc luminescence reporter in INS-1E cells, primary screen for activators of glucose-dependent secretion of insulin; INS-1E GLuc reporter insulin secretion, 2-3 h; activation, % at 16.6 µM; 370,000 tested, 0.61% active;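 active = lowest replicate activation of at least 40%, so every replicate reaches that level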;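 note: 0% = median of neutral control wells and 100% = median of IBMX positive control wells; some compounds called inactive have numbers as strong as hits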
* = called active by the depositor. Random draw from the library; overall some 3.7% were active at least once.

What do the screens show for `N#C[C@@H]1[C@@H](c2ccccc2-c2ccc(F)cc2)[C@H](CO)N1C(=O)NC1CCCCC1`?
DENV2 CPE rescue: -5; Casp6 inh: -2; CFTR F508del cor: 2.6; Xi reactivation: 0.0; E-selectin induc: 0.0; RAD52 inh: -1; GSIS activator: -11

How did Cc1cccc(C(=O)NNC(=O)CN2C(=O)c3ccccc3C2=O)c1 do in these assays?
DENV2 CPE rescue: -1; Casp6 inh: -2; CFTR F508del cor: 3.2; Xi reactivation: 0.0; RAD52 inh: -6; GSIS activator: 4

Results for Cn1nc(C(=O)N2CCN(c3ccc(Cl)cc3)CC2)c2c1-c1ccccc1S(=O)(=O)C2 ?
RAD54 inh: 4; DENV2 CPE rescue: -4; Casp6 inh: -1; CFTR F508del cor: 3.4; Xi reactivation: 0.0; E-selectin induc: 1.1; RAD52 inh: -10; GSIS activator: -4

How did O=C(CSc1nc2[nH]ncc2c(=O)[nH]1)Nc1ccccc1C(F)(F)F do in these assays?
RAD54 inh: -5; DENV2 CPE rescue: -4; Casp6 inh: -3; CFTR F508del cor: -2.0; Xi reactivation: 0.0; RAD52 inh: -15; GSIS activator: 6

What do the screens show for `C[C@H](CO)N1C[C@H](C)[C@H](CN(C)C(=O)c2ccncc2)Oc2ncc(C#C[C@@H](C)O)cc2C1=O`?
DENV2 CPE rescue: -7; Casp6 inh: 1; CFTR F508del cor: -0.5; Xi reactivation: 0.9; E-selectin induc: -0.1; RAD52 inh: 8; GSIS activator: 31

How did Cc1ccccc1NS(=O)(=O)c1ccc(C(=O)N2CCN(S(=O)(=O)c3ccccc3)CC2)cc1 do in these assays?
RAD54 inh: -1; DENV2 CPE rescue: inconclusive; Casp6 inh: 1; CFTR F508del cor: -0.3; Xi reactivation: 0.0; E-selectin induc: -0.1; RAD52 inh: -3; GSIS activator: -45

How did Cc1cc(C)nc(N(C#N)CCOc2ccc(Cl)cc2)n1 do in these assays?
RAD54 inh: 8; Casp6 inh: 2; RAD52 inh: 0; GSIS activator: 8

What do the screens show for `CN(c1ccc(C(=O)N2CCN(c3ccccc3F)CC2)cc1)S(=O)(=O)c1ccccc1`?
RAD54 inh: 0; DENV2 CPE rescue: 4; Casp6 inh: 0; CFTR F508del cor: 1.6; Xi reactivation: -0.1; E-selectin induc: -0.2; RAD52 inh: -8; GSIS activator: -19

Results for CN1C(=O)c2ccc(C(=O)NCc3ccc4c(c3)OCO4)cc2C1=O ?
DENV2 CPE rescue: 1; Casp6 inh: 4; Xi reactivation: -0.3; E-selectin induc: -2.1; RAD52 inh: -11; GSIS activator: 29

Results for O=C(Cc1ccccc1F)NC1CCCN(Cc2ccc(Cl)cc2)C1 (stereo not given) ?
RAD54 inh: -5; DENV2 CPE rescue: 1; Casp6 inh: -10; CFTR F508del cor: -3.6; Xi reactivation: -0.1; RAD52 inh: -9

What do the screens show for `COc1ccc(-c2nc(CS(=O)CC(=O)NCCCN3CCCC(C)C3)c(C)o2)cc1OC` (stereo not given)?
RAD54 inh: 4; DENV2 CPE rescue: -4; Casp6 inh: -8; CFTR F508del cor: 1.5; Xi reactivation: 1.5; RAD52 inh: 6; GSIS activator: 8

What do the screens show for `CCOC(=O)N1CCN(C(=O)C(=O)NN)CC1`?
DENV2 CPE rescue: 2; Casp6 inh: 3; CFTR F508del cor: -0.9; Xi reactivation: 0.0; RAD52 inh: 4; GSIS activator: 2

How did CCN1CCN(c2ccc(S(=O)(=O)N3CCCCC3)cc2NC(=O)c2cccc(C)c2)CC1 do in these assays?
DENV2 CPE rescue: 1; Casp6 inh: -86; CFTR F508del cor: 1.6; Xi reactivation: 0.0; E-selectin induc: 4.5; RAD52 inh: 16; GSIS activator: -23

Results for C[C@@H]1CN([C@H](C)CO)C(=O)c2cccc(NC(=O)c3cnccn3)c2O[C@@H]1CN(C)C ?
RAD54 inh: 11; DENV2 CPE rescue: 7; Casp6 inh: 0; CFTR F508del cor: 2.0; Xi reactivation: -0.4; RAD52 inh: -6; GSIS activator: 10

How did O=C(C[C@H]1CC[C@@H]2[C@H](COC[C@@H](O)CN2Cc2cccc(C(F)(F)F)c2)O1)NCc1ccc(F)cc1 do in these assays?
RAD54 inh: 6; DENV2 CPE rescue: -12; Casp6 inh: 0; CFTR F508del cor: -4.0; Xi reactivation: 0.2; E-selectin induc: 0.1; RAD52 inh: 1; GSIS activator: -18

What do the screens show for `CCCCC[C@H](C)N1C[C@@H](COCc2ccccc2)Oc2cc(N3CC[C@H](O)C3)ccc2S1(=O)=O`?
DENV2 CPE rescue: -17; Casp6 inh: -1; CFTR F508del cor: -3.3; Xi reactivation: 0.1; E-selectin induc: 0.6; RAD52 inh: -20; GSIS activator: -11

How did O=C(N/N=C/c1ccco1)Nc1ccccc1 do in these assays?
RAD54 inh: 5; Xi reactivation: 0.0; E-selectin induc: -1.0; GSIS activator: 6

Results for Cc1cccc(NC(=O)C2CCN(C(=O)[C@@H]3Cc4ccccc4CN3)CC2)c1 ?
RAD54 inh: -8; DENV2 CPE rescue: -5; Casp6 inh: 5; CFTR F508del cor: -1.5; Xi reactivation: 0.0; RAD52 inh: 1; GSIS activator: 1

Results for CC1(C)CN(CCc2ccccc2)C(=O)[C@H]1CC(=O)Nc1ccccc1 ?
DENV2 CPE rescue: -1; Casp6 inh: -2; CFTR F508del cor: -2.5; Xi reactivation: -0.1; E-selectin induc: 0.0; RAD52 inh: -1; GSIS activator: -6

How did Cc1noc(C)c1NC(=O)N(C)C[C@@H]1OCCCC[C@@H](C)Oc2ccc(NC(=O)Nc3cccc4ccccc34)cc2C(=O)N([C@H](C)CO)C[C@@H]1C do in these assays?
RAD54 inh: -22; DENV2 CPE rescue: 4; CFTR F508del cor: 3.5; Xi reactivation: -0.3; E-selectin induc: 0.0; GSIS activator: 8

What do the screens show for `CCn1c2ccc(F)cc2c2nc3ccccc3nc21`?
DENV2 CPE rescue: 14; Casp6 inh: -1; CFTR F508del cor: 3.0; Xi reactivation: 0.0; E-selectin induc: -0.5; RAD52 inh: -23; GSIS activator: 23

How did CCOC(=O)N1CCN(C(=O)Cc2ccc(-n3c(=S)[nH]c4ccccc4c3=O)cc2)CC1 do in these assays?
RAD54 inh: 8; DENV2 CPE rescue: -1; Casp6 inh: 2; CFTR F508del cor: -2.1; RAD52 inh: -11; GSIS activator: -12

How did COc1cc(C(=O)NCC(c2cccs2)N2CCOCC2)cc(OC)c1OC (stereo not given) do in these assays?
RAD54 inh: -11; DENV2 CPE rescue: -8; Casp6 inh: -1; CFTR F508del cor: 0.0; Xi reactivation: 0.3; E-selectin induc: -0.2; RAD52 inh: -9; GSIS activator: 19

Results for O=C(O)C=C(Br)Br ?
RAD54 inh: -10; DENV2 CPE rescue: -16; Casp6 inh: -4; CFTR F508del cor: -0.7; RAD52 inh: -4; GSIS activator: 18

How did CN(C)/C=C(\C#N)C(=O)Nc1ccccc1 do in these assays?
DENV2 CPE rescue: -6; Casp6 inh: -1; CFTR F508del cor: -1.6; Xi reactivation: 0.4; RAD52 inh: -15; GSIS activator: 5

What do the screens show for `Cc1cc(=O)[nH]c(Cc2ccc(OC(C)C)cc2)n1`?
RAD54 inh: -4; DENV2 CPE rescue: -2; Casp6 inh: -1; CFTR F508del cor: -2.1; RAD52 inh: 23; GSIS activator: 12

How did CC1CCCN(Cc2c(C(=O)N3CCc4ccccc4C3)nc3ccc(Cl)cn23)C1 (stereo not given) do in these assays?
RAD54 inh: 7; DENV2 CPE rescue: 6; Casp6 inh: -1; CFTR F508del cor: 3.0; Xi reactivation: 0.1; RAD52 inh: -39; GSIS activator: -13

What do the screens show for `CCCCc1nnc(NC(=O)CN2C(=O)c3ccccc3C2=O)s1`?
RAD54 inh: 2; DENV2 CPE rescue: -7; Casp6 inh: -5; CFTR F508del cor: -3.1; Xi reactivation: 0.0; E-selectin induc: 2.4; RAD52 inh: -23; GSIS activator: 11

Results for Cc1cccc(NC(=S)Nc2ccc(Cl)c(Cl)c2)c1 ?
RAD54 inh: 2; DENV2 CPE rescue: -2; Casp6 inh: -1; CFTR F508del cor: -1.2; Xi reactivation: 0.0; RAD52 inh: -23; GSIS activator: -10

How did Cc1cc(C)c(S(=O)(=O)c2ccccc2C)c(OCCO)n1 do in these assays?
Casp6 inh: -1; CFTR F508del cor: 0.8; Xi reactivation: 0.2; RAD52 inh: -7; GSIS activator: 11

How did Cc1onc(-c2c(Cl)cccc2Cl)c1C(=O)N1CCN(c2ccccc2F)CC1 do in these assays?
RAD54 inh: 8; DENV2 CPE rescue: -6; Casp6 inh: 1; CFTR F508del cor: -0.2; Xi reactivation: 0.3; RAD52 inh: -9; GSIS activator: -28

How did O=C(CNC(=O)c1ccccc1F)NC1=NCCS1 do in these assays?
RAD54 inh: 0; DENV2 CPE rescue: -1; Casp6 inh: 2; CFTR F508del cor: -2.1; Xi reactivation: -0.2; E-selectin induc: -0.2; RAD52 inh: -8; GSIS activator: 19

Results for O=C(Cn1ccn(-c2ccc(F)c(F)c2)c(=O)c1=O)NCCc1ccccc1 ?
RAD54 inh: 4; DENV2 CPE rescue: 0; Casp6 inh: -1; CFTR F508del cor: -1.0; Xi reactivation: 0.0; RAD52 inh: -18; GSIS activator: 24

What do the screens show for `CC(C)CC1NC(=O)c2ccccc2-n2c1nc1cc(F)ccc1c2=O` (stereo not given)?
DENV2 CPE rescue: 9; Casp6 inh: 0; CFTR F508del cor: 3.5; Xi reactivation: 0.0; E-selectin induc: -0.1; RAD52 inh: -10; GSIS activator: -8

How did COc1ccccc1-c1cc(C(=O)N/N=C\c2cn(C)nc2C)c2ccccc2n1 do in these assays?
DENV2 CPE rescue: -12; Casp6 inh: 10; Xi reactivation: 0.0; RAD52 inh: -11; GSIS activator: 6

3 entries picked at random from the list so far, as already listed:
How did CN(C)/C=C(\C#N)C(=O)Nc1ccccc1 do in these assays?
DENV2 CPE rescue: -6; Casp6 inh: -1; CFTR F508del cor: -1.6; Xi reactivation: 0.4; RAD52 inh: -15; GSIS activator: 5

Results for O=C(Cn1ccn(-c2ccc(F)c(F)c2)c(=O)c1=O)NCCc1ccccc1 ?
RAD54 inh: 4; DENV2 CPE rescue: 0; Casp6 inh: -1; CFTR F508del cor: -1.0; Xi reactivation: 0.0; RAD52 inh: -18; GSIS activator: 24

Results for Cc1cccc(NC(=S)Nc2ccc(Cl)c(Cl)c2)c1 ?
RAD54 inh: 2; DENV2 CPE rescue: -2; Casp6 inh: -1; CFTR F508del cor: -1.2; Xi reactivation: 0.0; RAD52 inh: -23; GSIS activator: -10

Bioassay records: PubChem BioAssay, Broad Institute
